MC4R antag cAMP: antagonists of human melanocortin 4 receptor (MC4R). actives 0.48% (n = 360,000). MC4R-expressing cells, MTII-stimulated cAMP, LANCE TR-FRET. AID 540295. inhibition, % at 6.5 µM. P32245;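 active means inhibition above its plate's cutoff, the mean of tested wells on that plate plus 3 SD, cut at about 29% in these data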;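 further: 0% = Melanotan II alone and 100% = Melanotan II plus saturating MCL0020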
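system = U2OS cells with stable human MC4R expression | also added = Melanotan II challenge after compound preincubation | dosing = one concentration, 6.5 µM nominal | incubation = compound 30 min, challenge 1 h, detection 1 h | measured by = TR-FRET with Eu-cAMP and labeled anti-cAMP, 671 nm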
Exocytosis inh: lytic granule exocytosis inhibition; TALL-104 LAMP-1 surface exposure, flow cytometry; cells stimulated with thapsigargin and PMA; inhibition, % at 10 µM; actives 0.66% (n = 360,000); AID 651702;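 active means inhibition above about 55%, limit read from the data; inconclusive means no clear call, values can overlap the other calls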
ABHD5-PLIN5 inh: inhibitors of human ABHD5-perilipin-5 interaction; Q00G26+Q8WTS1; Split G. princeps luciferase complementation, luminescence, 4 h; inhibition, % at 4 µM; actives 0.78% (n = 360,000);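 active means inhibition above the mean inhibition across every tested compound plus 3 SD, cut at about 22% in these data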;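 further: 0% = DMSO only wells and the 100% control is not disclosed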
ABCB6 inh MLPCN: blocks the human ABCB6 transporter | actives 0.19% (n = 360,000) | K562-ABCB6 porphyrin accumulation, flow cytometry, 1 h; hits give low values | Q9NP58 | fluorescence ratio to DMSO, % at 10 µM;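 active means fluorescence ratio to DMSO below 75%, the collection mean minus 3 SD; inconclusive means too few cells collected in the well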;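 further: signal is porphyrin accumulated inside mitochondria; 100% equals median channel fluorescence of DMSO control wells; lower ratio means ABCB6 inhibition with less porphyrin fluorescence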
Target sequence (Q9NP58 whole entry, looked up): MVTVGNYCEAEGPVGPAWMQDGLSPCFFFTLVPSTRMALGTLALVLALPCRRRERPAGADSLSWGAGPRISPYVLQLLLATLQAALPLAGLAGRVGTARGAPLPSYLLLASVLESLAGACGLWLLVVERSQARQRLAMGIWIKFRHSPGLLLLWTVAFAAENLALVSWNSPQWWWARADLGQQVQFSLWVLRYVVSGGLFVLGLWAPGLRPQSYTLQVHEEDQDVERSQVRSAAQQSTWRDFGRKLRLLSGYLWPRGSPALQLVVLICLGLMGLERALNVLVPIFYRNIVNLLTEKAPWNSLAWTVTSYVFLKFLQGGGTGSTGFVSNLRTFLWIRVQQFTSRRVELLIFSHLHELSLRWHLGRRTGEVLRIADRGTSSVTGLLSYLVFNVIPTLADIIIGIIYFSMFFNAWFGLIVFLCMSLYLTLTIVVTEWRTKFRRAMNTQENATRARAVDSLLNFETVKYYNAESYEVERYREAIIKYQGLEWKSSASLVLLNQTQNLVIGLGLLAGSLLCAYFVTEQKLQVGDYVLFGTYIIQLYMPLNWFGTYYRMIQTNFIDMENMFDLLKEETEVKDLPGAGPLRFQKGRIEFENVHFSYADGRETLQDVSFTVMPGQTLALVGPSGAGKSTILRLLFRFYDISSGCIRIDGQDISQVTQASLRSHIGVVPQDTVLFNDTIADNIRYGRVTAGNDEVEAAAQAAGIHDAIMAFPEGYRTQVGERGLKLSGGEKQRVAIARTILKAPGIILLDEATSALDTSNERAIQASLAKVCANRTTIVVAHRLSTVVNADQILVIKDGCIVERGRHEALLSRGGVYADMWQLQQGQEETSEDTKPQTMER
MC4R ag barr: agonists of human melanocortin 4 receptor (MC4R) beta-arrestin; U2OS MC4R beta-arrestin complementation, luminescence; percent of melanotan II response, DMSO zero; actives 0.98% (n = 360,000); AID 540308; activation, % at 8.9 µM; P32245;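 active means activation above a per-plate cutoff, the mean activation of sample wells on that plate plus 3 SD, cut at about 8% in these data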
Glyco luc inh: blocks N-linked glycosylation in D54 reporter cells; D54 ERlucT glycosylation luciferase reporter, 24 h; percent of 100 nM tunicamycin response; reporter increase, % at 12.5 µM; actives 0.23% (n = 360,000); AID 588692;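 active means mean luciferase reporter signal, scaled so untreated is 0 and the glycosylation-blocking control 100, at or above a set limit in every replicate; inconclusive means mean reaches the limit but not every replicate does; inactive means mean below the limit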;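 further: luciferase carries N-glycosylation sites so blocking glycosylation raises the light; 0% = median of neutral control wells and 100% = median of 100 nM tunicamycin wells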
HTR2A ag: mouse HTR2A agonism via beta-arrestin recruitment | P35363 | activation, % at 7.6 µM | CHO-K1 mHTR2A beta-arrestin complementation, luminescence; percent of 30 µM serotonin response | AID 624169 | actives 0.66% (n = 360,000);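 active means activation above a run cutoff, the mean activation of all tested compounds plus 3 SD, cut at about 14% in these data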;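 further: 0% = plate median of compound wells and 100% = 30 µM serotonin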
Cardio protect: myocardial damage modulation in H9c2 cells | H9c2 cardiomyocytes, H2O2 injury protection, ATPLite, 2 h | protection from H2O2 cell death, % at 20 µM | actives 0.63% (n = 360,000);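 active means compounds giving at least 50% protection of heart cells from peroxide-induced death in the single-dose screen, raw or plate-pattern-corrected value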;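 further: 0% = DMSO wells with peroxide and 100% = DMSO wells without peroxide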
PDI turbidity: inhibitors of human protein disulfide isomerase. PDI insulin aggregation turbidity, A650, 90 min. actives 0.052% (n = 350,000). inhibition, % at 10 µM. P07237;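 active means mean inhibition across replicates of 30% or more, whatever share of single replicates reach that level; inconclusive means mean inhibition below 30% while every single replicate reaches 30%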;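 further: absorbance from insulin aggregation driven by PDI reduction with DTT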
CaV13 FRET inh: Primary screen for inhibitors of IQ motif and Ca2+-dependent inactivation inhibitor domain binding in CACNA1D, Förster resonance energy transfer in living cells, …. inhibition, % at 12.3 µM. HEK cells, CFP/YFP FRET ICDI-IQ, plate reader, 10 min; percent FRET-ratio fall versus neutral wells. actives 0.098% (n = 340,000);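 active means mean replicate inhibition of at least 30% and at least 1% of replicates passing that level; inconclusive means only one of the two criteria is met; inactive means neither criterion is met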;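 further: 0% = median of the neutral control wells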
* hit, by the source's call; ? = inconclusive; . = not tested or not shown. Outcome played no part in choosing rows; 4.2% or so of the library scored in one or more.

Compound	HTR2A ag	CaV13 FRET inh	Exocytosis inh	Cardio protect	ABHD5-PLIN5 inh	ABCB6 inh MLPCN	Glyco luc inh	MC4R antag cAMP	PDI turbidity	MC4R ag barr
C/C(=N\NC(=O)c1ccc(CN(C)S(=O)(=O)c2ccc(C)cc2)cc1)c1ccc(OC(F)F)cc1	-1	-3	-1	-12	-2	100	-4	10	1	3.6
CC(OC(=O)CCc1nc(=O)c2ccccc2n1C)C(=O)NCc1ccc2c(c1)OCO2 (configuration not stated)	7	-11	-1	13	0	106	3	-8	-2	1.2
O=C(N/N=C/c1cc2c3c(c1O)CCCN3CCC2)c1ccccc1O	-2	-19	-2	40	3	112	-12	6	0	-1.8
COc1ccc(NC(=O)c2cccc(S(=O)(=O)N3CCc4ccccc43)c2)cn1	4	5	-1	-5	4	99	-1	19	-2	-0.3
Cc1ccccc1NC(=O)CSc1nnc(-c2ccco2)c(-c2ccco2)n1	-1	.	-5	1	19	101	-1	2	6	-1.8
CC(C)NC(=O)N(C)C[C@H]1Oc2c(NS(=O)(=O)c3ccccc3)cccc2C(=O)N([C@H](C)CO)C[C@@H]1C	2	-6	-3	2	2	96	2	11	-5	0.0
Cn1c(=O)n(C)c2cc(NC(=O)c3cccc([N+](=O)[O-])c3)c(Br)cc21	6	-6	3	9	6	102	11	3	11	-2.6
C=CCSC1=C(C#N)C(c2ccccc2Cl)C(C(=O)c2cccs2)C(O)(C(F)(F)F)N1 (configuration not stated)	2	-5	3	23	-1	107	-3	4	4	0.7

Ordered by molecular weight (high to low): 3 of the compounds above.
Compound	HTR2A ag	CaV13 FRET inh	Exocytosis inh	Cardio protect	ABHD5-PLIN5 inh	ABCB6 inh MLPCN	Glyco luc inh	MC4R antag cAMP	PDI turbidity	MC4R ag barr
CC(C)NC(=O)N(C)C[C@H]1Oc2c(NS(=O)(=O)c3ccccc3)cccc2C(=O)N([C@H](C)CO)C[C@@H]1C	2	-6	-3	2	2	96	2	11	-5	0.0
C/C(=N\NC(=O)c1ccc(CN(C)S(=O)(=O)c2ccc(C)cc2)cc1)c1ccc(OC(F)F)cc1	-1	-3	-1	-12	-2	100	-4	10	1	3.6
C=CCSC1=C(C#N)C(c2ccccc2Cl)C(C(=O)c2cccs2)C(O)(C(F)(F)F)N1 (configuration not stated)	2	-5	3	23	-1	107	-3	4	4	0.7

(list continues)
Compound	HTR2A ag	CaV13 FRET inh	Exocytosis inh	Cardio protect	ABHD5-PLIN5 inh	ABCB6 inh MLPCN	Glyco luc inh	MC4R antag cAMP	PDI turbidity	MC4R ag barr
CCCCCCCCCNC(=O)[C@H](NC(=O)COc1ccccc1)[C@@H]1NC(C(=O)OC)C(C)(C)S1 (some centres not stated)	0	-6	30	-3	5	102	3	2	-3	-0.7
CS(=O)(=O)N(CC(=O)NCCSCc1ccco1)c1ccc2c(c1)OCO2	1	-4	0	8	11	102	1	-7	3	1.3
COc1ccc(CCNC(=O)C(C)OC(=O)c2ccco2)cc1OC (configuration not stated)	1	-5	-2	7	2	100	0	1	4	-1.4
O=C(NCCc1ccccc1)C(=S)N1CCCCC1	-3	-5	-1	7	-2	97	0	0	-1	-2.5
CC(=O)N1N=C(c2ccc(Cl)cc2)OC1c1ccc(C(C)C)cc1 (configuration not stated)	3	-3	0	-5	-1	124	.	9	2	5.2
Cc1cccc(-n2ccnc2SCC(=O)Nc2cc(C)on2)c1	0	-5	-18	6	1	93	-1	-1	-4	-0.2
CC1CCN(S(=O)(=O)c2ccc([N+](=O)[O-])cc2)CC1	3	-1	5	-4	1	97	0	-3	-13	0.2
CCCn1c(-c2ccccc2)cc(SC)c(C#N)c1=O	-3	-4	0	-12	3	98	2	-8	-4	-2.3
CCOC(=O)c1[nH]c2ccc(OC)cc2c1NC(=O)OC	0	.	-1	2	1	103	3	3	6	-1.9
CCOc1cc(C2NC(=S)NC(C)=C2C(=O)Nc2ccccc2)ccc1O (configuration not stated)	-2	-6	4	1	1	101	0	9	9	-1.7
COc1ccccc1Nc1nnc(SCC(=O)Nc2cc(C)on2)s1	7	-5	2	12	-5	106	4	5	-4	30*
Cc1ccc(NC(=O)C2CCCN2c2nn3c(=O)cc(C)nc3s2)cc1 (configuration not stated)	2	-6	0	4	-2	106	-1	15	.	0.8
CCCN=C1NC(=O)C(CC(=O)NCCc2ccc(OC)c(OC)c2)S1 (configuration not stated)	4	-6	-1	2	0	100	1	22	4	1.3
O=C(N/N=C/c1ccc(OC(F)F)cc1)c1cc[n+]([O-])cc1	3	-3	?	7	10	95	0	0	-2	0.8
CC(=O)c1ccc(NC(=O)CCNC(=O)c2ccc(Cl)cc2)cc1	-3	-4	12	1	-3	93	-1	3	-7	-1.6
O=C(Cn1cc(C(F)(F)F)ccc1=O)NC(c1ccccc1)c1ccccc1	2	-3	-4	3	4	96	3	36*	-2	-0.8
O=C(Nc1ccc(S(=O)(=O)Nc2nccs2)cc1)C1CC(=O)N(c2ccccc2)C1 (configuration not stated)	-1	.	-1	-2	-3	92	-2	10	-4	-1.6
O=C(CN1C(=O)NC2(CCCC2)C1=O)Nc1nc(-c2ccc(F)c(F)c2)cs1	6	-20	-1	4	0	100	1	1	-16	1.3
NC(=S)Nn1c(-c2ccccc2)nc2ccccc2c1=O	0	-9	15	1	17	100	2	-6	-4	0.9
CCC(C)Nc1nc(N)c([N+](=O)[O-])c(N2CCCCCC2)n1 (configuration not stated)	8	-13	-9	-7	-2	94	1	-5	7	-0.8
CSc1ccc(CNCC(O)c2ccccc2)cc1 (configuration not stated)	-6	-2	4	0	-3	95	-1	1	-4	0.8
Cc1ccc[n+](CC(=O)c2cc3ccccc3oc2=O)c1	-3	-9	0	-3	2	99	-2	-4	-3	-1.7
COc1ccc(CCNC(=O)C(=O)N2CCCCC2)cc1OC	-2	.	-4	-4	-1	105	1	17	-8	-0.9
CCCN1CCN(S(=O)(=O)c2ccc3c(c2)NC(=O)C(C)C(=O)N3)CC1 (configuration not stated)	0	-7	-1	0	-5	103	1	1	.	-0.1
Cc1cc(C)n2ncc(/C(N)=N/OC(=O)Nc3ccccc3)c2n1	12	0	-4	2	0	95	3	0	8	-3.4
O=C(Nc1cccc([N+](=O)[O-])c1)c1ccncc1	4	-5	1	1	2	96	4	13	-1	1.4
Cn1c(C(=O)N2CCc3ccccc3C2)cc2oc3ccccc3c21	0	.	-1	-13	-2	99	3	-5	0	-1.6
O=C(CCCCn1ccc(=O)[nH]c1=O)Nc1ccc(O)c(C(=O)O)c1	-3	-5	-8	7	6	96	4	1	8	-1.5
CC1(C)CC(=O)c2c(-c3cccs3)n[nH]c2C1	-1	-3	0	-5	9	100	-3	24	4	-0.3
Cc1cc(C)cc(OCC(O)Cn2nc(C)cc2C)c1 (configuration not stated)	-4	-6	-4	6	-9	96	2	3	-2	-1.8
CCC1(c2ccccc2)SCC(c2ccccc2)=NC1=O (configuration not stated)	-6	-6	11	-10	-9	98	-2	3	-2	0.5
O=C(/C=C/c1ccc(S(=O)(=O)N2CCOCC2)cc1)NCCc1ccc(C(F)(F)F)cc1	0	-2	-2	-12	-8	96	-4	15	3	-5.1

Two consecutive compounds from above, quoted:
Compound	HTR2A ag	CaV13 FRET inh	Exocytosis inh	Cardio protect	ABHD5-PLIN5 inh	ABCB6 inh MLPCN	Glyco luc inh	MC4R antag cAMP	PDI turbidity	MC4R ag barr
CCC1(c2ccccc2)SCC(c2ccccc2)=NC1=O (configuration not stated)	-6	-6	11	-10	-9	98	-2	3	-2	0.5
O=C(/C=C/c1ccc(S(=O)(=O)N2CCOCC2)cc1)NCCc1ccc(C(F)(F)F)cc1	0	-2	-2	-12	-8	96	-4	15	3	-5.1
